# EPAC1 antag: antagonists of human EPAC1; O95398; EPAC1 GEF assay, Rap1b-BODIPY-GDP exchange fluorescence; Potency, µM (titrated, usually from 115 µM), for inactives: at the top dose activity change, negative = inhibition, usual class: inhibitors; hit rate 0.14% among 360,000; AID 720709;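 note: potency is the fitted concentration of half-maximal effect; plate controls were vehicle for no effect and positive control for full effect; nearly all actives have a fitted effect of over 50% in size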
# CCT modulator: changes cytosolic chaperonin activity | purified chaperonin ATPase assay, HTRF ADP detection, 30 min | hit rate 0.3% among 360,000 | AID 651819 | activity change, % (test concentration not listed), hits read low; in the data active = activity change below about -30%; note: % is set by controls: 0 for no effect and ±100 for the full control effect
#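 We incubate TRiC, 40 or 20 nM final, with library compounds at 76 uM and 10 uM ATP for 30 min at 37 °C. ADP formed is detected with Transcreener HTRF reagents after 30 min at room temperature.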
# EPAC1 ag: activates human EPAC1 exchange factor; EPAC1 agonist qHTS, biochemical assay; response scale: 100% = response to 6.5 mM cAMP; Potency, µM (doses to about 154 µM), for the others: at the top dose activation, most hits filed as activators; AID 720707; hit rate 0.073% among 360,000; O95398; note: potency is the fitted concentration of half-maximal effect; nearly all actives have a fitted effect of over 60% in size
#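 Nucleotide exchange by EPAC1 (100 nM) on Rap1B–BODIPY-GDP (250 nM) in the presence of 50 uM GDP is tracked fluorescently at 480/540 nm over 30 min. Signals are normalized to a 6.5 mM cAMP control.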
# EPAC2 agonist: activates human EPAC2 exchange factor; hit rate 0.079% among 360,000; Q8WZA2; Potency, µM (titrated, usually from 154 µM), inactives show at the top dose activation, most hits filed as activators; EPAC2 activation, biochemical qHTS; response scale: 100% = 6.5 mM cAMP response; note: potency is the fitted concentration of half-maximal effect; nearly all actives have a fitted effect of over 50% in size
#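 Guanine nucleotide exchange by EPAC2 is measured as reduced fluorescence of BODIPY-GDP once it is released from 250 nM Rap1B. Plates are read kinetically for 30 min at room temperature; results are scaled to 6.5 mM cAMP.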
# PLK1 PBD inh: blocks phosphopeptide binding to human PLK1 polo-box domain | Plk1 PBD binding of FITC phosphopeptide, fluorescence polarization | Potency, µM, for inactives: max response, negative = inhibition, hits mostly inhibitors | hit rate 2.8% among 360,000; note: potency is the fitted concentration of half-maximal effect; series mostly up to about 57 µM; % is set by controls: 0 for no effect and ±100 for the full control effect; nearly all actives have a fitted effect of over 65% in size
# Target sequence (P53350 whole entry, looked up, the tested form may be a part): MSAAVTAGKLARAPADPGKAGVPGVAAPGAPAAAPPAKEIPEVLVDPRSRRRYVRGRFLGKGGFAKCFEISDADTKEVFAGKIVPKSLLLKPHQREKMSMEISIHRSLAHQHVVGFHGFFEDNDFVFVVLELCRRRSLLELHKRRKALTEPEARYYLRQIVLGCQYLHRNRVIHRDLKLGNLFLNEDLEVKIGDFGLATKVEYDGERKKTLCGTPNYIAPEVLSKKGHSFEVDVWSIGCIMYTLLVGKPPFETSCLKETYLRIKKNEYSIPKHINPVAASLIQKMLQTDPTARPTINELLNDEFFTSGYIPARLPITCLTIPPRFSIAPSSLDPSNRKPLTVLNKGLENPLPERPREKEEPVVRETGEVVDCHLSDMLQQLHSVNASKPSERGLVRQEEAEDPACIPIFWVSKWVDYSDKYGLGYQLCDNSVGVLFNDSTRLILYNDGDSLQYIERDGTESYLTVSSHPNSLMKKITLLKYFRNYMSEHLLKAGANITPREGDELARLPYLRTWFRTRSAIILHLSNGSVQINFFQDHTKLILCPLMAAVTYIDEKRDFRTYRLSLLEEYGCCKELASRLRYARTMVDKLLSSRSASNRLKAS
# IL2 activator: activators of IL-2. AID 652025. activation, % (series mostly up to about 46 µM). IL-2 activation reporter assay, cell-based qHTS; stimulated with anti-CD3/CD4/CD28 beads; in transgenic mouse T cells. hit rate 0.065% among 360,000; in the data active = activation above about 50%; inconclusive = mostly about 30% to 49%; note: 0% is about no effect
#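 Screening format: compound pinned onto unstimulated transgenic mouse T cells, 60 min incubation, then anti-CD3/anti-CD4/anti-CD28 bead stimulation for 18 hours at 37 degrees C, followed by EGFP and DsRed detection.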
# WRN inhibitor: WRN helicase (human) inhibition. WRN helicase unwinding, fluorescent forked duplex, kinetic. Potency, µM (doses to about 114 µM), for the others: at the top dose activity change, negative = inhibition, actives largely listed as inhibitors. hit rate 0.46% among 360,000; note: potency is the fitted concentration of half-maximal effect; % is set by controls: 0 for no effect and ±100 for the full control effect; nearly all actives have a fitted effect of over 55% in size
#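 Kinetic fluorescence helicase assay: unwinding of a quenched forked DNA duplex (100 nM final) with 2 mM ATP final raises red fluorescence (525/598 nm). Compounds sat 15 min at room temperature with 20 nM WRN beforehand.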
# PI5P4K alpha inh: PI5P4K alpha (human) kinase inhibition; PI5P4Kalpha enzyme, ADP-Glo luminescence, 60 min; stronger effect = lower value; max response, %; hit rate 1.2% among 330,000; active = max response of -50% or lower; inconclusive = between -30% and -50%; inactive = -30% or higher; note: value at the top dose of about 77 µM; % is set by controls: 0 for no effect and ±100 for the full control effect
# Target sequence (P48426 whole entry, looked up): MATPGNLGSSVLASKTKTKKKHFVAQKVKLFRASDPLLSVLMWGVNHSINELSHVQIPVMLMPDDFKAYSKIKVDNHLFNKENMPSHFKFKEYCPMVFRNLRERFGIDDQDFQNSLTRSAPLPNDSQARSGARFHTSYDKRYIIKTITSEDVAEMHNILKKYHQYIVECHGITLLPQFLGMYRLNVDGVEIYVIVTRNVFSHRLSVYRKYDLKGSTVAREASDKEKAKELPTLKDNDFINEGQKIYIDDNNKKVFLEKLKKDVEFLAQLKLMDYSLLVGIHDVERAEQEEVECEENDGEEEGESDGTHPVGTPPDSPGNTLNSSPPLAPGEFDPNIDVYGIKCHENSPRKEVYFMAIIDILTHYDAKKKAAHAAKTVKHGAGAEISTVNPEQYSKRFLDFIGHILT
#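 ADP-Glo luminescence end-point after a 60 min room-temperature kinase reaction. PI5P4Kalpha and substrate in HEPES pH 7.4 buffer with EGTA, 0.1% CHAPS and 5% DMSO; ATP at 5 microM final.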
# Numbers without * were called inactive; ? = inconclusive; nt = not tested or not shown; & = joins results of further samples; [ ] = remark or other dose. Unless noted, calls come from the whole dose curve; as a rule, active = well fitted curve in the direction sought with a large enough effect; inconclusive = small, poorly fitted or top-dose-only effect, or another doubt; inactive = no such curve, though single readings can be large; an effect the other way counts as inactive or inconclusive.
# Key to letters – A = EPAC1 antag; B = CCT modulator; C = EPAC1 ag; D = EPAC2 agonist; E = PLK1 PBD inh; F = IL2 activator; G = WRN inhibitor; H = PI5P4K alpha inh
molecule: COc1ccc(N(CC(=O)Nc2cc(Cl)ccc2OC)S(=O)(=O)c2c(C)[nH]c(=O)[nH]c2=O)cc1
  A: -7%	B: -0.2	C: -11%	D: 15%	E: -4%	F: -0.5	G: -8%	H: -9
molecule: C=C(C)CSc1nc(N)c2c(C)c(C)sc2n1
  A: -14%	B: 3.1	C: 0%	D: 12%	E: -10%	F: -1.3	G: 1%	H: nt
molecule: O=C(Oc1cccnc1)c1cc(S(=O)(=O)N2CCOCC2)ccc1Cl
  A: 17%	B: -0.1	C: 7%	D: 6%	E: ?	F: 1.1	G: -11%	H: nt
molecule: CN1C(c2ccc(F)cc2)=CS/C1=C(\C#N)c1nnc2n1-c1ccccc1SC2
  A: -7%	B: 0.7	C: 1%	D: 10%	E: 0%	F: 0.1	G: -24%	H: nt
molecule: Cn1c(=O)[nH]c(=O)c2c1nc(SCCN1CCCCC1)n2CCCc1ccccc1
  A: 5%	B: -3.4	C: -2%	D: -7%	E: 2.4µM*	F: 0.2	G: -3%	H: -10
molecule: Cc1ccc(Cl)cc1-c1cc(C(=O)NCc2ccco2)[nH]n1
  A: 4%	B: 1.7	C: -10%	D: 9%	E: 1%	F: 0.6	G: 6%	H: 2
molecule: COc1ccc(OC)c(NC(=O)CSc2nccn2Cc2ccco2)c1
  A: 13%	B: 0.2	C: 13%	D: 3%	E: -15%	F: 0.5	G: -2%	H: 4
molecule: Cc1cc(NS(=O)(=O)c2ccc(NC(=O)c3cnc4scc(C)n4c3=O)cc2)nc(C)n1
  A: 0%	B: -0.5	C: -3%	D: 12%	E: -3%&-7%	F: -1.6	G: 0%	H: -1
molecule: CC1(c2ccccc2)NC(=O)N(CC(=O)Nc2ccccc2C(=O)NC2CC2)C1=O (configuration not stated)
  A: -4%	B: -0.8	C: -11%	D: 4%	E: 4%	F: -1.7	G: 12%	H: 4
molecule: Cc1ccc(Cl)cc1NC(=O)CC1NC2CCCCC2NC1=O (configuration not stated)
  A: 14%	B: 1.2	C: -6%	D: -1%	E: 4%	F: -1.6	G: 4%	H: -3
molecule: Cc1ccc(NC(=O)CSc2nnc(C3CC3)n2CC2CCCO2)c(C)c1 (configuration not stated)
  A: -19%	B: -0.7	C: 2%	D: 4%	E: -7%	F: 0.5	G: 5%	H: 2
molecule: CCN(CC)C(=O)Cn1cc(C(=O)C(=O)N2CCN(Cc3ccccc3)CC2)c2ccccc21
  A: 12%	B: -1.2	C: 2%	D: 9%	E: -14%	F: -2.4	G: 12%	H: 3
molecule: NC(=O)c1ccccc1NC(=O)CN1CCOCC1
  A: 12%	B: -1.4	C: 5%	D: 2%	E: 3%	F: -2.9	G: 11%	H: -4
molecule: O=C(Cc1cccc2ccccc12)NCC(=O)N1CCN(CC(=O)Nc2ccc(F)cc2)CC1
  A: -6%	B: -2.1	C: 10%	D: 7%	E: -13%	F: -2.1	G: 5%	H: -2
molecule: O=C(NCCN1CCOCC1)/C(=C/c1ccco1)NC(=O)c1ccccc1
  A: 6%	B: -0.1	C: 8%	D: 15%	E: -14%	F: -2.7	G: -20%	H: -2
molecule: C=CCc1cc(C)cc(C)c1OCCn1cncn1
  A: 9%	B: 1.3	C: -4%	D: 4%	E: -14%	F: -1.0	G: 4%	H: 8
molecule: CCc1ccccc1OCC(=O)NNCC(=O)Nc1cccc(C#N)c1
  A: -6%	B: -1.4	C: -5%	D: 15%	E: -12%	F: 0.4	G: 2%	H: -19
molecule: CCCc1cc(=O)[nH]c(SCC(=O)Nc2ccc(OCc3ccccc3)cc2)n1
  A: -7%	B: -1.8	C: -2%	D: 7%	E: -15%	F: 4.4	G: 1%	H: -9
molecule: COc1cc(OC)cc(C(=O)N2CCC(C(=O)NCCc3ccccc3)CC2)c1
  A: -5%	B: -0.2	C: 14%	D: 15%	E: -13%	F: -0.2	G: -1%	H: -4
molecule: Cc1nn(Cc2ccccc2Cl)c(C)c1C(=O)NCCN1C(=O)S/C(=C\c2ccccc2)C1=O
  A: ?	B: 0.6	C: 5%	D: 7%	E: -5%	F: -6.9	G: -34%[57.1 µM]	H: -7
molecule: O=C(OCn1nnc2ccccc2c1=O)c1cccs1
  A: 4%	B: -0.8	C: -5%	D: 5%	E: 5%	F: 0.4	G: 1%	H: 1
molecule: COc1ccc(N(CC(=O)Nc2cccc([N+](=O)[O-])c2C)S(C)(=O)=O)cc1OC
  A: 2%	B: -2.2	C: 2%	D: -8%	E: 1%	F: -0.1	G: -16%	H: -8
molecule: Cc1ccc(C(=O)N2CCCCC2C(=O)O)o1 (configuration not stated)
  A: 0%	B: -1.9	C: -3%	D: 2%	E: 4%	F: 0.3	G: -6%	H: -4
molecule: CCCCC1(CC)SCC(=O)NC1=O (configuration not stated)
  A: 2%	B: -2.8	C: -11%	D: 6%	E: 3%	F: -4.0	G: 5%	H: 2
molecule: COc1ccc([C@H]2C[C@H](O)C[C@@H](CCn3cc(-c4ccccc4)nn3)O2)cc1
  A: 8%	B: 0.3	C: 1%	D: -9%	E: 0%	F: 0.3	G: -7%	H: 5
molecule: COc1cc(C(=O)NC(CCSC)C(=O)OCC(=O)NC(=O)C2CCCCC2)cc(OC)c1OC (configuration not stated)
  A: -10%	B: -0.3	C: 7%	D: 7%	E: -7%	F: -1.3	G: 0%	H: 7
molecule: CCCCNc1c(-c2ccc(OC)c(Sc3ccc(OC)cc3)c2)nc2ccccn12
  A: -7%	B: -3.7	C: -5%	D: 19%	E: -9%	F: -0.7	G: -15%	H: 9
molecule: C[C@@H]1CN([C@@H](C)CO)C(=O)c2cccc(NC(=O)Nc3ccc4c(c3)OCO4)c2O[C@H]1CN(C)S(=O)(=O)c1cn(C)cn1
  A: 11%	B: 0.7	C: -14%	D: 3%	E: -19%	F: 0.4	G: 5%	H: 0
molecule: O=C(Nc1ccccc1)Nc1nc(-c2ccc(Cl)cc2)cs1
  A: 1%	B: -3.1	C: -1%	D: 0%	E: -2%	F: -5.1	G: -1%	H: -4
molecule: O=C(NCC(=O)N(c1ccc2c(c1)OCO2)C(C(=O)NC1CCCC1)c1cccs1)c1ccco1 (configuration not stated)
  A: 15%	B: -1.8	C: -3%	D: -14%	E: 0%	F: 0.7	G: 3%	H: 8
molecule: O=C(NC(=S)Nc1ccc(CN2CCOCC2)cc1)c1cccc(F)c1
  A: -19%	B: -0.3	C: -3%	D: 18%	E: -7%	F: -2.1	G: 6%	H: 3
molecule: CCOc1ccc(-n2c(SCC(=O)NC(C)CC)nc3n[nH]c(C)c3c2=N)cc1 (configuration not stated)
  A: 8%	B: -0.5	C: -2%	D: -11%	E: -9%	F: 1.4	G: ?	H: 0
molecule: CCOC(=O)/C(=C\c1cn(C)c2ccccc12)[N+](=O)[O-]
  A: 3%	B: -0.8	C: -6%	D: -4%	E: 1.7µM*	F: 0.0	G: ?	H: 0
molecule: CC(Oc1ccccc1F)C(=O)NC1CCS(=O)(=O)C1 (configuration not stated)
  A: 9%	B: 1.1	C: -1%	D: 13%	E: -14%	F: -0.7	G: 2%	H: -5
molecule: COC(=O)c1ccc(NC(=O)CNC(=O)c2sc3ccccc3c2Cl)cc1
  A: ?	B: 1.6	C: 2%	D: 3%	E: -14%	F: -0.1	G: -11%	H: 0
molecule: Nc1c(C(=O)Nc2ccc3c(c2)OCCO3)nnn1Cc1ccc(Br)cc1
  A: -21%	B: -0.8	C: -9%	D: 2%	E: -3%	F: 1.9	G: 7%	H: -1
molecule: Cc1ccc(S(=O)(=O)NC(CC(=O)O)c2ccco2)cc1 (configuration not stated)
  A: -1%	B: -2.8	C: 10%	D: 9%	E: -12%	F: -1.8	G: -6%	H: nt
molecule: CN1CCC(OC2c3ccccc3CCc3ccccc32)CC1
  A: -5%	B: 0.9	C: 6%	D: 12%	E: -2%	F: -4.1	G: 11%	H: -6
molecule: COc1ccccc1C1=NOC(C(=O)N2CCN(C(=O)c3ccco3)CC2)C1 (configuration not stated)
  A: 2%	B: -1.3	C: 6%	D: 5%	E: -4%	F: -0.3	G: 4%	H: 2
molecule: O=C(NCCc1ccccc1)c1cnn2c(C(F)F)cc(C3CC3)nc12
  A: -9%	B: -3.3	C: 1%	D: 12%	E: -4%	F: -0.3	G: -13%	H: -2
molecule: O=C(c1ccc(S(=O)(=O)N2CCOCC2)cc1)N1CCN(C2=NS(=O)(=O)c3ccccc32)CC1
  A: -23%	B: 0.4	C: 4%	D: 10%	E: -10%	F: 1.2	G: -1%	H: nt
molecule: O=C(Nc1nc2ccc(S(=O)(=O)N3CCCC3)cc2s1)c1ccco1
  A: 23%	B: 3.7	C: -5%	D: 7%	E: -12%	F: 0.3	G: ?	H: -21
molecule: CC(c1ccccn1)N(CCN(C)C)C(=S)Nc1cccc(F)c1 (configuration not stated)
  A: -1%	B: -3.2	C: 14%	D: 11%	E: -10%	F: -1.6	G: -3%	H: nt
molecule: CCCc1cc(=O)oc2c(CN3CCCC3)c(O)c(Cl)cc12
  A: 7%	B: -1.0	C: 6%	D: 2%	E: -10%	F: -1.5	G: 4%	H: nt
molecule: COc1ccc(CCNC(=S)NCc2cccs2)cc1OC
  A: -27%	B: 2.2	C: 2%	D: 3%	E: -8%	F: 0.6	G: -7%	H: -3

# Given with values under each structure: entries from further up.
# Values in the order – EPAC1 antag | CCT modulator | EPAC1 ag | EPAC2 agonist | PLK1 PBD inh | IL2 activator | WRN inhibitor | PI5P4K alpha inh
Nc1c(C(=O)Nc2ccc3c(c2)OCCO3)nnn1Cc1ccc(Br)cc1
→ -21% | -0.8 | -9% | 2% | -3% | 1.9 | 7% | -1
Cc1ccc(S(=O)(=O)NC(CC(=O)O)c2ccco2)cc1 (configuration not stated)
→ -1% | -2.8 | 10% | 9% | -12% | -1.8 | -6% | nt
CN1CCC(OC2c3ccccc3CCc3ccccc32)CC1
→ -5% | 0.9 | 6% | 12% | -2% | -4.1 | 11% | -6
COc1ccccc1C1=NOC(C(=O)N2CCN(C(=O)c3ccco3)CC2)C1 (configuration not stated)
→ 2% | -1.3 | 6% | 5% | -4% | -0.3 | 4% | 2
O=C(NCCc1ccccc1)c1cnn2c(C(F)F)cc(C3CC3)nc12
→ -9% | -3.3 | 1% | 12% | -4% | -0.3 | -13% | -2
O=C(c1ccc(S(=O)(=O)N2CCOCC2)cc1)N1CCN(C2=NS(=O)(=O)c3ccccc32)CC1
→ -23% | 0.4 | 4% | 10% | -10% | 1.2 | -1% | nt
O=C(Nc1nc2ccc(S(=O)(=O)N3CCCC3)cc2s1)c1ccco1
→ 23% | 3.7 | -5% | 7% | -12% | 0.3 | ? | -21

# High-throughput results: PubChem BioAssay, National Center for Advancing Translational Sciences (NCATS)

# Some of the compounds tested; the hit share may differ from the screen's.
